BoNT A protease – BoNT A light chain protease inhibition | multiplex microsphere protease substrate cleavage, flow cytometry | 360,000 tested, 0.17% active | AID 588499 | inhibition, % at 10 µM; note: plate controls were buffer without enzyme for full effect and enzyme alone for no effect
Anthrax LF prot – inhibitors of Bacillus anthracis lethal factor protease; P15917; 360,000 tested, 0.12% active; multiplex microsphere protease cleavage assay, LF; AID 588501; inhibition, % at 10 µM; note: plate controls were buffer without enzyme for full effect and enzyme alone for no effect
Rv3671c inh – inhibits the M. tuberculosis serine protease Rv3671c; inhibition, % at 5.96 µM; 320,000 tested, 0.048% active; AID 2606; in the data active = inhibition above about 38%;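 note: extracellular domain of Rv3671c used as enzyme; 0% = enzyme with DMSO and 100% = no enzyme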
Target sequence (P9WHR9 whole entry, looked up, the tested form may be a part): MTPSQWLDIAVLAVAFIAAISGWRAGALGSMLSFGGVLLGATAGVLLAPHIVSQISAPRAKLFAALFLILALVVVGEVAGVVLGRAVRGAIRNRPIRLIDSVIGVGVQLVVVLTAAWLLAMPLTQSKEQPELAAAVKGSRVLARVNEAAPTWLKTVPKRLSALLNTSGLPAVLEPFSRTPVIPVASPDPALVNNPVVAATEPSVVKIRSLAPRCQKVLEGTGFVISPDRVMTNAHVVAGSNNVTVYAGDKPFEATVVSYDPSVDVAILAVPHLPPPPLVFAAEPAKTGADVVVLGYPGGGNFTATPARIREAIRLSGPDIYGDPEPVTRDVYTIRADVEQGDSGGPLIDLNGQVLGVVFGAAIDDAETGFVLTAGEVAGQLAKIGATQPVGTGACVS
3CLpro inhibitor – SARS-CoV 3CLpro protease inhibition; recombinant SARS-CoV 3CLpro, quenched FRET peptide cleavage; P0C6X7; 290,000 tested, 0.14% active; inhibition, % at 6 µM; in the data active = inhibition above about 12%
VHR inh abs – DUSP3 (human) phosphatase inhibition. P51452. recombinant VHR phosphatase, pNPP absorbance. inhibition, % at 13.3 µM. 290,000 tested, 0.52% active. AID 1654; in the data active = inhibition above about 50%; note: some compounds called inactive have numbers as strong as hits
Target sequence (P51452 whole entry, looked up): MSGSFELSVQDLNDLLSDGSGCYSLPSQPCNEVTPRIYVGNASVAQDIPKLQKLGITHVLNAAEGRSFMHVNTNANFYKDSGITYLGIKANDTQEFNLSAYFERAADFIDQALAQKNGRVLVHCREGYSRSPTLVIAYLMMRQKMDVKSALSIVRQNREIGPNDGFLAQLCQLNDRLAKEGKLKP
CCHF vOTU inh – CCHFV vOTU protease inhibition. Pep-AMC fluorescence. inhibition, % at 11.5 µM. 370,000 tested, 0.55% active. AID 651958; in the data active = inhibition above about 30%; note: 0% = vehicle wells with enzyme and 100% = no enzyme wells
PrPC surface inh – reduces human prion protein on the cell surface | inhibition, % at 13.8 µM | cell surface PrPC, TR-FRET read-out | 370,000 tested, 0.43% active; in the data active = inhibition above about 24%; note: 0% = median of the test wells and 100% = reference compound wells
SSB-PriA inh – K. pneumoniae PriA-SSBct interaction inhibition | inhibition, % at 33 µM | AlphaScreen SSBct-PriA binding, biotinylated peptide | AID 1272365 | 430,000 tested, 0.6% active; in the data active = inhibition mostly above about 37%, no sharp cut-off; inactive = mostly below about 20%;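 note: plate controls were negative control peptide for no effect and reference peptide for full effect; strong numbers were not always called active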
BoNT-F LC inh – blocks Botulinum neurotoxin F light chain protease; AID 588497; inhibition, % at 10 µM; 360,000 tested, 0.22% active; Multiplex microsphere protease cleavage assay, flow cytometry; in the data active = inhibition above about 35%, passing the limit was not always enough; inconclusive = no clear call, values can overlap the other calls; note: plate controls were buffer without enzyme for full effect and enzyme alone for no effect
MazF activator – activators of E. coli MazEF toxin-antitoxin RNase; 350,000 tested, 0.32% active; activation, % at 20 µM; FAM/BHQ RNA-DNA oligo cleavage fluorescence, 5 h; P0AE70; in the data active = activation above about 50%
Target sequence (P0AE70 whole entry, looked up): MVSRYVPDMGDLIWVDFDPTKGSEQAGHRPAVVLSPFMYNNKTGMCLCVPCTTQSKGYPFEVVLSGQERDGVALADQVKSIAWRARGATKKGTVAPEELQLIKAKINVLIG
* hit, by the source's call; i = inactive; ? = inconclusive; / = no result given. Cut-off read from the data, not from the text of the source, unless noted: active = inhibition above about 30%; inconclusive = no clear call, values can overlap the other calls; inactive = below that. Not all compounds are listed. The share of hits here may be higher or lower than overall.

#	molecule	BoNT A protease	Anthrax LF prot	Rv3671c inh	3CLpro inhibitor	VHR inh abs	CCHF vOTU inh	PrPC surface inh	SSB-PriA inh	BoNT-F LC inh	MazF activator
1	CCOC(=O)[C@@H]1[C@H]2COc3cc(OC)ccc3[C@H]2N2C(=O)N(c3cccc(F)c3)C(=O)[C@@]12C	-0.3	-2	-1	/	/	4	-6	7	-10	8
2	CSc1nc(C)cc(C)c1C#N	-1.3	-6	-6	0	32	5	-3	-12	-42	6
3	CC(=O)Nc1ccc2c(c1)nc1n2CCN(C(C)c2ccccc2)C1 (configuration not stated)	1.6	-5	-5	3	6	-36	-1	3	-12	3
4	COC(=O)Nc1nnc(-c2ccncc2)s1	1.8	1	-3	3	-13	-56	-5	1	3	5
5	Cc1cc(NCCCn2ccnc2)n2ncc(-c3ccc(Cl)cc3)c2n1	?	-8	-1	-1	25	0	6	43*	-2	3
6	Cc1cccc(NC(=O)CSc2nnc(NC(=O)CN3CCOCC3)s2)c1	-0.1	-4	-7	1	27	2	4	-6	5	0
7	COc1cccc(NC(=O)CSc2nnc3c(n2)[nH]c2ccc(C)cc23)c1	1.1	-6	-3	0	18	8	3	0	1	-10
8	O=c1cc(-c2ccccc2)nc(Cc2c(Cl)cccc2Cl)[nH]1	-0.5	-6	-1	2	14	7	-2	2	2	-11
9	CC(C)NCc1c(O)c(Br)cc2oc3c(c12)CCCC3	0.7	2	/	-5	13	19	6	-13	-7	-3
10	COc1ccccc1Nc1ncnc2c1oc1ccccc12	-1.0	4	0	-10	-4	15	2	-21	-2	3
11	O=C(Nc1ccc(N2CCN(C(=O)c3ccco3)CC2)cc1)c1cccc(F)c1	-1.2	-2	2	1	8	1	4	8	-17	8
12	CCOC(=O)C(C)n1nc(C)c2sc3ccccc3c2c1=O (configuration not stated)	2.3	1	-5	1	-27	-15	8	0	-13	2
13	NC(=O)c1ccccc1NC(=O)C1CCCO1 (configuration not stated)	-3.6	2	-14	1	5	-1	-2	-12	-21	7
14	COc1ccc(C(=O)C[n+]2cccc(Br)c2)cc1	?	-9	-2	-1	8	-14	-5	-8	?	-8
15	CCN(C(=O)c1ccnc(C(C)(C)C)c1)c1ccccc1	5.5	-3	-6	6	22	-8	1	-4	6	5
16	CC1CC(C)CN(C(=O)CSc2nnc(-c3ccc(Cl)cc3)o2)C1 (configuration not stated)	-0.4	-4	5	2	0	2	-4	-4	0	-7
17	Cc1ccccc1OCCC(=O)OCC(=O)c1c(N)n(CC(C)C)c(=O)n(C)c1=O	-0.2	0	-8	4	-3	16	-1	-17	-4	7
18	Cc1ccc(NC(=O)C/C(N)=N/OC(=O)Nc2cccc(C)c2)cc1	3.6	1	-9	/	/	3	0	/	1	7
19	CCn1c(C)nc2cc(C(=O)NN=C(C)c3ccc(C#N)cc3)ccc21	-0.1	-4	4	/	/	24	-3	-10	-1	5
20	Cc1ccc2nc(-c3ccncc3)cc(C(=O)Nc3ccc4c(c3)OCCO4)c2c1	0.4	-4	0	6	30	8	1	1	-2	19
21	COc1cc(Nc2nc3c(N)cc(C(F)(F)F)cc3nc2-c2ccccc2)cc(OC)c1OC	0.8	-9	/	/	/	-1	-2	-3	-7	4
22	Cc1c(C(=O)NCc2ccc3c(c2)OCO3)sc(=O)n1Cc1ccc(-c2ccccc2)cc1	-0.4	-7	/	/	/	0	-3	/	-4	/
23	Cc1sc2nc(CSCC(=O)Nc3ccc(C(F)(F)F)cc3)[nH]c(=O)c2c1C	0.6	-2	-23	/	/	10	0	6	15	-5
24	CCOc1ccc(-c2ccc(NS(=O)(=O)c3cc([N+](=O)[O-])c(C)c([N+](=O)[O-])c3)cc2)nn1	2.4	-1	-10	5	6	25	2	-2	10	4
25	FC(F)(F)c1cc(-c2cccs2)nc2cc(-c3ccccc3)nn12	6.7	7	3	4	-5	5	4	-17	4	0
26	Cc1ccc(C(=O)N/C(=C\c2cccs2)C(=O)NCc2cccnc2)cc1	-1.3	-1	7	3	5	-4	-1	3	4	1
27	Cc1nnc(NC(=O)CSc2nnc(CC(=O)Nc3ccccc3Cl)n2C)s1	-5.0	-8	0	-3	-10	3	-5	-3	-21	11
28	CC(C)NC(=O)c1ccc(Cl)cc1Cl	-0.5	-1	2	0	5	15	-4	-14	-5	1
29	O=C(c1ccc(Cl)cc1)c1cc(-c2ccccn2)c(N2CCOCC2)s1	5.4	10	0	0	37	7	0	-40	5	-8
30	O=C(Cn1cnc2ccccc2c1=O)Nc1ccc2c(c1)OCO2	-0.3	0	-16	-6	1	-11	1	-7	-2	4

(listing goes on)
#	molecule	BoNT A protease	Anthrax LF prot	Rv3671c inh	3CLpro inhibitor	VHR inh abs	CCHF vOTU inh	PrPC surface inh	SSB-PriA inh	BoNT-F LC inh	MazF activator
31	COCCCNC(=O)Nc1ccc2c(c1)N(C)C(=O)CS2	0.2	0	3	6	-6	-27	-1	-14	-1	9
32	COc1cc(C2c3cc4c(cc3C(OC3OC5COC(c6cccs6)OC5C(O)C3O)C3COC(=O)C23)OCO4)cc(OC)c1O (configuration not stated)	0.5	6	-9	1	20	1	13	-16	3	8
33	CCOc1nc(-c2ccccc2)c2cc(C)ccc2n1	-1.6	-2	3	-4	-10	-27	-5	-30	-6	-1
34	CCCc1ccc(OCc2ccc(C(=O)OC)o2)c(OC)c1	1.0	-2	2	6	-4	/	/	-42	1	-2
35	CCn1cc([N+](=O)[O-])c(C(=O)N2N=C(c3cccc4ccccc34)CC2c2ccccc2O)n1 (configuration not stated)	-0.3	-4	-153	1	8	13	-8	33	14	-4
36	CCOc1ccccc1N1CCN(C(=O)c2ccc(NS(=O)(=O)c3ccc4[nH]c(=O)[nH]c4c3)cc2)CC1	4.3	5	-15	/	/	-8	-1	11	15	11
37	O=C1Nc2ccccc2C1(O)Cc1ccccn1 (configuration not stated)	-0.8	-4	-7	-7	9	-4	-3	-9	3	-2
38	NC(N)=N/N=C(\N=Nc1ccccc1)c1cccc2cccnc12	-0.3	-8	/	/	/	10	-1	/	-8	-6
39	O=C(CSc1nnc2ccccn12)Nc1cccc(-c2nc3ccccc3s2)c1	-0.1	-1	-6	4	-6	-7	4	-6	1	-11
40	COC(=O)CCNC(=O)c1nn(Cc2ccccc2)c(=O)c2ccccc12	-2.4	-6	-7	-3	-8	10	3	-8	-18	8
41	CC(=O)c1ccc(OCc2nnn(CC(=O)NS(=O)(=O)c3ccc(C)cc3)c2-c2ccccc2)cc1	-0.5	-4	/	/	/	16	-2	/	-8	/
42	O=Cc1cnc(N2CCOCC2)nc1	-0.8	-6	-2	-4	17	-1	-8	-6	-9	-6
43	CCC(CC)c1nnc(NC(=O)CCCN2C(=O)c3ccccc3C2=O)s1	0.7	4	1	5	29	1	-5	-2	26	0
44	O=C(COC(=O)COc1ccc2c(c1)CCC2)Nc1ccccc1	2.2	0	-5	/	/	10	-4	-1	5	6
45	C(=N\Nc1nccc(-c2cccnc2)n1)/c1ccccc1	-5.1	-12	-4	-3	21	-2	-8	i	?	-24
46	COc1ccc(CCN(Cc2ccccn2)C(=S)Nc2ccc(C)cc2)cc1OC	0.8	-1	4	0	26	8	-4	11	-1	9
47	CC1=C(C(=O)Nc2ccc(C)cc2)C(c2cccs2)NC(=S)N1 (configuration not stated)	-0.1	-2	-4	2	-4	0	-5	-8	-1	-6
48	C=CCc1cc(/C=C/c2nc(O)c([N+](=O)[O-])c(=O)[nH]2)cc(OC)c1O	-1.2	-5	18	3	6	11	-28	-7	-6	2
49	CCCCCCCCn1c2c(c(=N)c3c1CCC3)CCCC2	-0.3	-4	-1	-6	20	14	34*	-5	-8	23
50	CCn1c(CN2CCN(c3ccc(Cl)cc3)CC2)nc2ccccc21	0.1	-14	0	-1	3	-3	12	11	-14	-3
51	Cc1ccc(N(Cc2ccccc2)C(=O)c2ccc(F)cc2)cc1	2.2	2	/	1	10	-1	3	-24	4	-6
52	COc1ccc2[nH]c(=O)c(CN(C(=O)c3ccco3)C3CCCCC3)cc2c1	-0.6	-2	1	2	16	2	4	-11	0	8
53	O=C(O)CNC(=S)NCc1ccccc1	-1.1	-7	1	-1	24	3	-9	-10	2	9
54	Cc1cc(OC(=O)c2ccco2)c2c3c(c(=O)oc2c1)CCCC3	-0.3	-2	60*	0	22	3	-1	-1	13	5
55	CC1=C[C@H]2Cc3cc(C)cc(C)c3S(=O)(=O)[C@@H]2C=C1	-0.8	-4	8	3	-1	-1	-10	-7	-8	-10
56	CC1(C)CC(N2CCN(CCO)CC2)=CC(=S)N1	-4.1	2	0	1	6	4	5	-13	-3	4
57	COc1ccccc1CCNC(=O)c1nc(-c2cccs2)no1	0.4	1	-6	0	12	-12	-6	-26	1	-9
58	COc1ccc([N+](=O)[O-])cc1N(CC(=O)Nc1ccccc1C(=O)NC(C)C)S(C)(=O)=O	-0.3	0	1	-4	17	-2	1	-3	10	4
59	Cc1ccc(S(=O)(=O)/N=C/c2c(O)ccc3ccccc23)cc1	/	/	6	-4	8	2	6	/	/	-2
60	CCc1nc(SCC(=O)Nc2ccc(N(C)C)cc2)n[nH]1	1.9	-7	9	/	/	11	-2	-11	-3	12

4 structures from above, sorted by number of heavy atoms, ascending.
#	molecule	BoNT A protease	Anthrax LF prot	Rv3671c inh	3CLpro inhibitor	VHR inh abs	CCHF vOTU inh	PrPC surface inh	SSB-PriA inh	BoNT-F LC inh	MazF activator
42	O=Cc1cnc(N2CCOCC2)nc1	-0.8	-6	-2	-4	17	-1	-8	-6	-9	-6
37	O=C1Nc2ccccc2C1(O)Cc1ccccn1 (configuration not stated)	-0.8	-4	-7	-7	9	-4	-3	-9	3	-2
60	CCc1nc(SCC(=O)Nc2ccc(N(C)C)cc2)n[nH]1	1.9	-7	9	/	/	11	-2	-11	-3	12
38	NC(N)=N/N=C(\N=Nc1ccccc1)c1cccc2cccnc12	-0.3	-8	/	/	/	10	-1	/	-8	-6

More structures follow:
#	molecule	BoNT A protease	Anthrax LF prot	Rv3671c inh	3CLpro inhibitor	VHR inh abs	CCHF vOTU inh	PrPC surface inh	SSB-PriA inh	BoNT-F LC inh	MazF activator
61	Cc1nc(N2CCN(Cc3nc4ccccc4[nH]3)CC2)c2oc3ccccc3c2n1	0.5	-2	-9	-3	25	-2	5	-5	-6	-1
62	CCOC(=O)C1(CC2CC2)CCN(Cc2cn[nH]c2-c2ccccc2)CC1	-0.6	2	5	-1	22	-2	-13	-7	-2	2
63	Cc1ccccc1NC(=S)NCCSc1ccc(Cl)cc1	-0.1	-12	-1	2	27	5	11	2	-4	-2
64	CCOc1ccc(OCCn2nnc3ccccc3c2=O)cc1	0.5	-10	-4	0	14	-8	-11	-4	0	-11
65	CCc1ccc[n+](-c2[nH]c(=O)sc2/C=N/NC([S-])=Nc2ccccc2)c1	0.1	-3	-1	1	9	0	-26	/	-3	-4
66	CCCNC(=O)c1ccccc1NC(=O)Nc1ccccc1C	-0.1	0	-7	1	23	2	2	-17	-13	-4
67	COc1ccc(C(=O)NCCS(=O)(=O)NC(C)c2ccccc2)cc1 (configuration not stated)	-1.3	-1	-2	/	/	0	7	-6	-5	-4
68	COc1ccc(Cl)cc1-c1nc(SCC(=O)NCC2CCCO2)n[nH]1 (configuration not stated)	/	/	0	/	/	-3	-4	8	/	3
69	COCc1cc(C)nc2sc(C(=O)Nc3ccccc3OC)c(N)c12	0.6	5	-3	4	-1	-9	-8	-37	-6	1
70	N#C/C(=C\c1ccc(-c2cccc([N+](=O)[O-])c2)o1)C(=O)Nc1nc(-c2cccs2)cs1	0.2	-4	1	2	-4	2	-7	-5	-3	-2
71	Cc1nc2ccc(S(=O)(=O)Nc3ccc(-c4nc5cccnc5s4)cc3)cc2s1	0.0	-4	-42	0	-4	-82	5	4	-6	3
72	CC(=O)Nc1ccc(NC(=O)C(Cc2ccccc2)NC(=O)C2CCC(C)CC2)cc1 (configuration not stated)	1.1	-2	-3	0	0	24	1	-12	4	-1
73	CC(NC(=O)COC(=O)c1cc(=O)c2ccccc2o1)c1ccccc1 (configuration not stated)	-0.5	-7	4	/	/	26	1	-8	0	5
74	O=[N+]([O-])c1cc2oc3c(c2c(C=NCc2ccncc2)c1O)CCCC3	1.2	-2	/	3	5	/	/	-1	-15	7

Screening results from PubChem.
